BLM inh: inhibitors of human Bloom syndrome helicase BLM | recombinant BLM DNA unwinding, fluorescence dequenching | Potency, µM (series often up to 56.1 µM), for inactives: top-dose activity change, negative = inhibition, actives largely listed as inhibitors | 0.2% of 350,000 active | AID 2528;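 further: plate controls were vehicle for no effect and no enzyme for full effect; nearly all actives have a fitted effect of over 35% in size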
HP1b chromo inh: HP1-beta chromodomain-methylated histone interaction inhibition. Potency, µM (highest dose often 114 µM), for inactives: at the highest dose activity change, negative = inhibition, hits mostly inhibitors. 0.56% of 390,000 active. AID 540317. P83916. AlphaScreen HP1-beta / biotin-H3K9me3 peptide binding; further: nearly all actives have a fitted effect of over 70% in size; inactives centre near 23
Target sequence (P83916 whole entry, looked up): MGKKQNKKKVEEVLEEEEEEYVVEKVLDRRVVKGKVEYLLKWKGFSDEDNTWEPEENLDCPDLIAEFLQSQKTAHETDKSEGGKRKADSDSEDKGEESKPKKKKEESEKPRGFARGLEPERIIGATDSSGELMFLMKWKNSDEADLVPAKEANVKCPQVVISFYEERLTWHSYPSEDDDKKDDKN
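HP1-beta protein (50 nM final) preincubated 30 min at room temperature with biotinylated H3(1-18)K9me3 peptide (50 nM) in PBS pH 7.4, 0.01% Tween-20, then compound added for 30 min. AlphaScreen streptavidin donor/nickel chelate acceptor beads (10 ug/mL final), 30 min dark, luminescence read.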
POLI inh: blocks human DNA polymerase iota activity; Pol iota fluorescent replication assay, 10 min; Potency, µM (highest dose often 115 µM), for the others: at the top dose activity, negative = inhibition, actives largely listed as inhibitors; 1% of 390,000 active; AID 588590
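Fluorescent replication assay read twice, at 0 min and 10 min after adding 50 nM (final) substrate. Enzyme (10 nM) and compounds were first incubated 15 min at room temperature; enzyme-free buffer wells were negative controls.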
JMJD2A Tudor inh: JMJD2A Tudor domain (human) inhibition | O75164 | AlphaScreen JMJD2A-Tudor / H3K4me3 peptide binding | Potency, µM (top dose mostly 114 µM), inactives show at the top dose activity change, negative = inhibition, hits mostly inhibitors | 4.4% of 390,000 active | AID 504339; further: on the % scale 0 is the no-effect control and ±100 the full control effect; nearly all actives have a fitted effect of over 50% in size
Pin1 inh: blocks the human prolyl isomerase Pin1 | Q13526 | Pin1 FP peptide displacement, HiFluor488, 10 min | Potency, µM (series often up to 115 µM), for the others: top-dose activity, negative = inhibition, actives largely listed as inhibitors | 0.009% of 390,000 active | AID 504891; active means well fitted inhibition curve with a large enough effect in the polarisation, with a control signal flat, not every such curve was filed as active; inconclusive means small, poorly fitted or top-dose-only effect, or effect the other way, or a change in a side signal; inactive means no such curve, though single readings can be large or run the other way; the % refers to the polarisation; further: on the % scale 0 is the no-effect control and ±100 the full control effect
Tb PGK inh: inhibitors of T. brucei phosphoglycerate kinase. P07378. PGK/GAPDH coupled, Kinase-Glo luminescence, 60 min. Potency, µM (series often up to 57.5 µM), without a hit: at the highest dose activity change, negative = inhibition, most hits filed as inhibitors. 0.043% of 380,000 active. AID 602233; further: on the % scale 0 is the no-effect control and ±100 the full control effect; nearly all actives have a fitted effect of over 60% in size
Target sequence (P07378 whole entry, looked up): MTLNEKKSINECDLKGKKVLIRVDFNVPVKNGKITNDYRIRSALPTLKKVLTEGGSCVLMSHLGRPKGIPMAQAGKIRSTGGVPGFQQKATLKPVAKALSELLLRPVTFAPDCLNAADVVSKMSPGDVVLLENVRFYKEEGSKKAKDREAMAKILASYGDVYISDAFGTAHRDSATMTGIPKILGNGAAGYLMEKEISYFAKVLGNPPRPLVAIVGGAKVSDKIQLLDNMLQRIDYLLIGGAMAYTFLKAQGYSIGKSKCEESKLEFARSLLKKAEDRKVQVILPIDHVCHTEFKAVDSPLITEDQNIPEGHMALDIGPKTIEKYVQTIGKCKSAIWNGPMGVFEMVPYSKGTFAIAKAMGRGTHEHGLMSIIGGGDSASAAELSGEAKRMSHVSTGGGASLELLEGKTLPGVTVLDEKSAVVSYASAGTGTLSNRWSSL
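Recombinant glycosomal PGK reaction used 1,3-bisphosphoglycerate generated in-well by GAPDH (100nM final) in 100mM TEA pH 7.6, 5mM MgCl2, 0.01% Tween-20. After 60 minutes at room temperature, ATP was read by Kinase-Glo Plus luminescence end-point.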
G9a inh: G9a (human) methyltransferase inhibition. Q96KQ7. G9a H3K9 monomethylation, AlphaScreen, 2 h. Potency, µM (highest dose often 102 µM), inactives show at the highest dose activity, negative = inhibition, hits mostly inhibitors. 8.8% of 350,000 active. AID 504332; further: on the % scale 0 is the no-effect control and ±100 the full control effect; nearly all actives have a fitted effect of over 75% in size
Target sequence (Q96KQ7 913-1193 limits assumed): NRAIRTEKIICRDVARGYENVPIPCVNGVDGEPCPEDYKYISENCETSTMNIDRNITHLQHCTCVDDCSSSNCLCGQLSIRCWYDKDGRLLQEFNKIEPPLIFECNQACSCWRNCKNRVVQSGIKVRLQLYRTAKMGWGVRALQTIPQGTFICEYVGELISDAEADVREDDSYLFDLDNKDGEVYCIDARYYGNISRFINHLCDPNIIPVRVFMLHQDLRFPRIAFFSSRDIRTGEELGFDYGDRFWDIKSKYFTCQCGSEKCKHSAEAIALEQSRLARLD
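Signal arises when biotinylated H3K9 peptide, once monomethylated, bridges streptavidin donor and antibody-captured acceptor beads. Enzyme at 20 nM was preincubated 15 min with test compounds; peptide 500 nM and SAM 20 uM then reacted for 2 h.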
BAZ2B inh: BAZ2B (human) inhibition. Q9UIF8. AlphaScreen BAZ2B-H3K14Ac peptide displacement. Potency, µM (series often up to 114 µM), for the others: at the top dose activity change, negative = inhibition, hits mostly inhibitors. 4.4% of 360,000 active. AID 504333; further: on the % scale 0 is the no-effect control and ±100 the full control effect; nearly all actives have a fitted effect of over 60% in size
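Inhibition is scored as reduced AlphaScreen emission. The BAZ2B/b-H3(5-23)K14Ac complex (50 nM each) in PBS pH 7.4, 0.01% Tween-20 meets compound (up to 110 uM) for 30 min at RT before bead addition.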
GLS inhibitor: glutaminase GLS (human) inhibition; AID 624170; Potency, µM (doses to about 45.5 µM), for inactives: at the top dose activity change, negative = inhibition, actives largely listed as inhibitors; GLS enzymatic activity, qHTS titration; 0.21% of 410,000 active; further: on the % scale 0 is the no-effect control and ±100 the full control effect
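Two-point fluorescence kinetic (t0, 30 min RT) for hKGA; glutamate detected via glutamate oxidase–HRP–Amplex Red. Substrate: 1 mM L-glutamine solution; buffer 45 mM KH2PO4, pH 8.2.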
An asterisk follows results filed as active; i = inactive; u = inconclusive; x = not tested or not shown; [ ] = remark or other dose. Unless noted, the call rests on the fitted dose curve; in most records, active means well fitted curve in the direction sought with a large enough effect; inconclusive means small, poorly fitted or top-dose-only effect, or another doubt; inactive means no such curve, though single readings can be large; an effect the other way counts as inactive or inconclusive. Potency means the concentration at half of the fitted maximal effect.

No. | G9a inh | HP1b chromo inh | Tb PGK inh | Pin1 inh | GLS inhibitor | JMJD2A Tudor inh | POLI inh | BLM inh | BAZ2B inh | SMILES
1 | 31%[12.7 µM] | 73%[activator] | -2% | -1% | -14% | 36% | 19% | x | 33% | CC1CN(C(=O)c2ccccc2OCc2ccc(Cl)cc2Cl)CC(C)O1 (stereo unspecified)
2 | 12%[59 µM] | 129%[activator] | 0% | -9% | 4% | 62%[activator] | 2% | -9% | 42%[activator] | CCCNC(=O)OCCC12CC3CC(CC(C3)C1)C2
3 | 22% | 27% | 5% | -2% | 6% | 6% | 18% | 1% | -1% | Cc1c(C(=O)Nc2c(N)nc(SCC(=O)NCC3CCCO3)[nH]c2=O)cccc1[N+](=O)[O-] (stereo unspecified)
4 | 10% | 13% | -5% | 3% | 1% | -8% | 11% | -2% | 13% | CSc1ncccc1C(=O)NCCc1ccc(S(N)(=O)=O)cc1
5 | 16%[59 µM] | 17% | -6% | 1% | 7% | -6% | -10% | -2% | 5% | COC(=O)C1C2C=CC3(CN(CCc4ccccc4)C(=O)C13)O2 (stereo unspecified)
6 | 1% | 6% | 4% | 5% | 10% | -30% | -11% | 2% | 1% | Cn1c(CNC(=O)C(Cc2ccccc2)NC(=O)c2cccc(F)c2)cc(=O)n(C)c1=O (stereo unspecified)
7 | -8%[12.7 µM] | -25% | 17% | 5% | 2% | -2%[11.4 µM] | u | -1% | 8% | CCOc1ccc(OCC)c(NC(=O)CN2CCN(C(=O)c3ccco3)CC2)c1
8 | x | 28% | -6% | 1% | 1% | 18% | 3% | -1% | 14% | Cc1ccc(S(=O)(=O)N2CC3CCCC2C3)cc1 (stereo unspecified)
9 | 25%[59 µM] | 11% | i | 26% | 3% | -25% | 240%[activator] | -1% | -11% | COc1cc([N+](=O)[O-])ccc1NC(=O)COC(=O)c1n[nH]c2ccccc12
10 | x | -5% | 5% | -1% | u | -32% | 27% | 139%[activator] | -19% | CCCc1nc2oc3c(NCCCN(C)C)ncnc3c2c2c1CCCC2
11 | -5%[59 µM] | -2% | 0% | 1% | 2% | -12% | 104%[activator] | -6% | -7% | CCN(CC)S(=O)(=O)c1cccc(NC(=S)NC(=O)/C=C/c2ccc(S(=O)(=O)N3CCOCC3)cc2)c1
12 | -9%[12.7 µM] | 28% | 10% | 10% | -5% | 11% | 81%[activator] | 0% | u | CCOc1ccc(C(CC(=O)O)NC(=O)c2cccs2)cc1OC (stereo unspecified)
13 | 7%[12.7 µM] | 31% | i | 8% | 1% | -5% | u | 0% | -18% | COc1cnc(SC)nc1Nc1ccc(C#N)cc1
14 | 2%[0.0925 µM] | -1% | -2% | 8% | 38%[activator] | 89µM* | 19% | -6% | u | COc1cc(C2C(C(C)=O)=C(O)C(=O)N2c2ccc(Br)cn2)ccc1O (stereo unspecified)
15 | 2% | -19% | -6% | 19% | 11% | -18% | -11% | -2% | -11% | CCOC(=O)c1c(NC(=O)Cn2nc(C(=O)O)c3ccccc3c2=O)sc(C)c1C
16 | 20%[59 µM] | 40%[activator] | -11% | 9% | -5% | -2% | 18% | -5% | 0% | O=c1[nH]cnc2cc(-c3ccccc3)sc12
17 | -3%[2.33 µM] | -4% | -3% | u | -6% | u | 4% | -7% | -31% | COc1ccc(C2C(C#N)=C(N)N(c3sc4c(c3C#N)CCCC4)C3=C2C(=O)CC(C)(C)C3)cc1 (stereo unspecified)
18 | 26% | 29% | -8% | -10% | 6% | -12% | 8% | 3% | -5% | COc1ccc(CNC(=O)c2ccc(CS(=O)(=O)c3ccccc3C)o2)cc1
19 | u | 37% | -5% | 1% | 12% | -7% | 11% | -11% | -15% | Cc1ccc(-c2csc(NC(=O)c3cccc([N+](=O)[O-])c3C(=O)O)n2)cc1
20 | 23%[59 µM] | 5% | -2% | 3% | 5% | -6% | 18% | 2% | -5% | COc1ccc(OCC(=O)OCC(=O)NCc2ccc(F)cc2)cc1

Numbers 18–19 from above:
No. | G9a inh | HP1b chromo inh | Tb PGK inh | Pin1 inh | GLS inhibitor | JMJD2A Tudor inh | POLI inh | BLM inh | BAZ2B inh | SMILES
18 | 26% | 29% | -8% | -10% | 6% | -12% | 8% | 3% | -5% | COc1ccc(CNC(=O)c2ccc(CS(=O)(=O)c3ccccc3C)o2)cc1
19 | u | 37% | -5% | 1% | 12% | -7% | 11% | -11% | -15% | Cc1ccc(-c2csc(NC(=O)c3cccc([N+](=O)[O-])c3C(=O)O)n2)cc1

Back to the main list with the 2 entries that preceded the break.
No. | G9a inh | HP1b chromo inh | Tb PGK inh | Pin1 inh | GLS inhibitor | JMJD2A Tudor inh | POLI inh | BLM inh | BAZ2B inh | SMILES
19 | u | 37% | -5% | 1% | 12% | -7% | 11% | -11% | -15% | Cc1ccc(-c2csc(NC(=O)c3cccc([N+](=O)[O-])c3C(=O)O)n2)cc1
20 | 23%[59 µM] | 5% | -2% | 3% | 5% | -6% | 18% | 2% | -5% | COc1ccc(OCC(=O)OCC(=O)NCc2ccc(F)cc2)cc1
21 | 37%[59 µM] | 24% | x | 0% | -5% | 0% | -20% | -3% | -6% | C=CCNC(=O)c1ccccc1NC(=O)c1ccccc1
22 | 45µM* | 33% | -3% | -6% | 6% | 45µM* | u | -4% | -24% | COCCn1nnnc1C(c1ccccc1OC)N1CCN(c2ccccc2)CC1 (stereo unspecified)
23 | 30%[activator][59 µM] | 60%[activator] | -3% | -7% | 0% | 9% | 12% | 1% | 1% | CC(C)(C)NC(=O)COC(=O)c1cc(Br)ccc1Cl
24 | u | 16µM* | -2% | -1% | -3% | u | 6% | -3% | 7.1µM* | COc1ccc(N/N=C(/N=Nc2nc(C)cc(=O)[nH]2)c2ccccc2)cc1
25 | -15% | 26% | -6% | 29% | 11% | -15% | 2% | 0% | u | CCc1sc2nc(SCC(=O)Nc3cc(C)on3)n(-c3cccc(OC)c3)c(=O)c2c1C
26 | 20% | 13% | -5% | -1% | 3% | -22% | 12% | -8% | -7% | C/C(=N\NC(=O)C(c1ccccc1)c1ccccc1)c1ccccn1
27 | 15%[59 µM] | 69%[activator] | -1% | 1% | 0% | 15%[57.1 µM] | 3% | -9% | 64%[activator] | Clc1ccc2c(c1)c1cc(Cl)ccc1n2CN1CCOCC1
28 | 2%[59 µM] | 21% | -4% | u | x | -34% | u | -11% | u | O=C(CSC1=Nc2ccccc2C2=NC(CC(=O)NCc3ccco3)C(=O)N12)NCc1ccco1 (stereo unspecified)
29 | u | 28% | -7% | 26% | 1% | -21% | 13% | -6% | 3% | CNc1ccc(-c2nc(-c3ccco3)no2)cc1[N+](=O)[O-]
30 | -1% | 18% | -1% | 0% | -3% | -11% | 153%[activator] | -3% | -2% | O=C(COC(=O)Cc1c(Cl)cccc1Cl)NCC1CCCO1 (stereo unspecified)
31 | 10% | 47%[activator] | 4% | -4% | 0% | -2% | 60%[activator] | -6% | 6% | O=C(COC(=O)CC1CCCC1)Nc1ccc(OC(F)F)cc1
32 | -5%[12.7 µM] | 15% | i | 21% | -9% | -4% | 10% | -10% | 3% | O=C(COc1ccccc1)Nc1ccc(S(=O)(=O)N2CCCCCC2)cc1
33 | -4%[59 µM] | 25% | 8% | u | 7% | -12% | -2% | 2% | -5% | COc1ccc(OC)c(C2C(C(=O)Nc3ccc(C)cc3)=C(C)Nc3nnnn32)c1 (stereo unspecified)
34 | -5%[59 µM] | 33% | -1% | -2% | -6% | 2% | -6% | -1% | 6% | CC(C)(C)n1ncc2c(=O)n(CC(=O)N3CCCCCC3)cnc21
35 | 21%[59 µM] | 3% | i | 3% | 16% | -25% | -25% | -8% | 6% | Cc1ccc(NC(=S)Nc2ccc(Cl)c(Cl)c2)c(OC(F)F)c1
36 | x | 26% | -2% | -2% | 12% | -9% | 8% | x | x | CC(=O)C[C@H](O)CC(=O)[C@H]1OC(=O)CCCCCc2ccccc21
37 | -8% | 36% | -4% | -4% | 4% | -11% | 25% | 0% | -6% | COc1ccc(-c2cn3cccnc3n2)cc1
38 | 11µM* | 8% | 0% | -4% | u | 20µM* | u | 3% | -3% | C=CCn1c(-c2cccn(Cc3cccc(Cl)c3)c2=O)n[nH]c1=S
39 | -4%[12.7 µM] | 15% | -3% | -2% | 0% | u | 1% | -11% | -34% | CCO[C@H]1OC(C(=O)N2CCN(Cc3ccc4c(c3)OCO4)CC2)=C[C@@H](c2ccc(C(F)(F)F)cc2)[C@@H]1CCCO
40 | x | 20% | -7% | 4% | -14% | -22% | 47%[activator] | -6% | -5% | CCOc1cc(/C=N/NC(=O)Nc2ccccc2)ccc1O
41 | -2%[59 µM] | 7% | -4% | -4% | 4% | -22% | 25% | -5% | 4% | O=C(CSc1nnc(-c2ccco2)n1-c1ccccc1)NCc1ccc2c(c1)OCO2
42 | u | 52%[activator] | 5% | u | 1% | -22%[57.1 µM] | 8% | -5% | x | Cn1c(SCC(=O)NCCc2ccccc2)nnc1-c1ccncc1
43 | 9%[59 µM] | 24% | -6% | -3% | -12% | -7% | 2% | 8% | -4%[57.1 µM] | COCCCNC(=O)c1cnn(-c2ccc(F)cc2F)c1C1CCNCC1

Only part of the results is shown, so the mix of outcomes need not match the whole.
